ATXN2 expr inh = Primary qHTS for Inhibitors of ATXN expression; AID 1745845, 2022; 0.72% of 360,000 active; Potency, µM (top dose mostly 57 µM), for inactives: top-dose activity change, negative = inhibition, most hits filed as inhibitors; HEK-293 ATXN2-luciferase reporter, luminescence, 24 h; also: potency is read from the fitted curve at half-maximal effect; % is scaled to controls: 0 for no effect and ±100 for the full control effect; nearly all actives have a fitted effect of over 55% in size
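qHTS (up to 57 uM final) was run with 24 h compound exposure of reporter cells at 37 °C. Each well was multiplexed: SteadyGlo luminescence measured ATXN2-luciferase expression after a fluorogenic Gly-Phe-AFC viability readout (25 uM final).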
MCF10A rereplic = A quantitative high throughput screen for small molecules that induce DNA re-replication in MCF 10a normal breast cells; Potency, µM (highest dose often 46.1 µM), for inactives: at the top dose activity, positive = re-replication, actives largely listed as activators; MCF 10A DNA re-replication, Hoechst nuclear intensity, 48 h; 2.9% of 350,000 active; also: potency is read from the fitted curve at half-maximal effect; % of control where 0% means no effect; nearly all actives have a fitted effect of over 50% in size
IL1B secr inh = qHTS for Inhibitors of Inflammasome Signaling: IL-1-beta AlphaLISA Primary Screen; THP-1 LPS/ATP IL-1B secretion, AlphaLISA, 16 h; hits give low values; activity change, % at 57.5 µM; 4.7% of 360,000 active; AID 743279, 2014; in the data active = activity change below about -50%; inconclusive = mostly about -30% to -49%; also: % is scaled to controls: 0 for no effect and ±100 for the full control effect
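THP-1 cells pretreated 1 hr with compounds (up to 57.5 uM final), then stimulated with LPS (250 ng/mL final) plus ATP (1.25 mM final); secreted IL-1B measured by AlphaLISA after 16 hr, decreased signal indicating inhibition.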
HT1080 IDH1KD tx = qHTS for induction of synthetic lethality in tumor cells producing 2HG: qHTS for the HT-1080-IDH1KD cell line; AID 686971, 2013; Potency, µM (titrated, usually from 46.1 µM), inactives show at the top dose activity, negative = toxicity, actives largely listed as cytotoxic; HT-1080 IDH1 knockdown viability, ATP luminescence, 48 h; 2% of 360,000 active;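 also: potency is read from the fitted curve at half-maximal effect; 0% = DMSO wells and -100% = cell-free medium wells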
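Luminescent ATP read-out (CellTiter-Glo, 10 min at room temperature) after 48 h compound exposure at 37 °C gave viability of IDH1-knockdown HT-1080 cells. Activity was normalised to DMSO and cell-free wells, then fitted as concentration-response curves.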
HepG2 tox = qHTS for Inhibitors of TGF-b: Cytotox Counterscreen; Potency, µM (top dose mostly 46.1 µM), inactives show top-dose activity change, negative = cytotoxicity, usual class: cytotoxic; HepG2 CAGA-GFP viability, ATP luminescence, 18 h; 0.76% of 410,000 active; also: potency is read from the fitted curve at half-maximal effect; some results filed as inactive show a strong effect at the top dose
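CellTiter-Glo luminescence gave cytotoxicity after 18 hours at 37 degrees C. The cells were HepG2 CAGA-GFP in 1% FBS DMEM, stimulated with 500 pg/mL TGF-beta after compound addition. %Activity was normalised to no-cell wells (complete cell-killing) and DMSO (no toxicity), and curves were fitted and classified.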
SW480 rereplic = A quantitative high throughput screen for small molecules that induce DNA re-replication in SW480 colon adenocarcinoma cells; Potency, µM (series often up to 46.1 µM), for inactives: at the top dose re-replication activation, actives largely listed as activators; AID 624297, 2012; 1.8% of 340,000 active; SW480 DNA re-replication, Hoechst DNA content imaging, 48 h; also: potency is read from the fitted curve at half-maximal effect; % of control where 0% means no effect; nearly all actives have a fitted effect of over 55% in size
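Image-based DNA-content assay: after two days of treatment, nuclei were labelled with the DNA dye Hoechst and imaged, and hits were compounds raising the count of nuclei showing high fluorescence intensity.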
HT1080NT lethal = qHTS for induction of synthetic lethality in tumor cells producing 2HG: qHTS for the HT-1080-NT fibrosarcoma cell line; HT-1080-NT fibrosarcoma viability, CellTiter-Glo ATP luminescence, 48 h; Potency, µM (doses to about 46.1 µM), for inactives: at the highest dose activity, negative = less viability, most hits filed as cytotoxic; 1.6% of 360,000 active; AID 686970, 2013;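 also: NT is the 2HG producing partner of a matched IDH1 knockdown line; potency is read from the fitted curve at half-maximal effect; 0% = DMSO-treated cells and -100% = media-only wells without cells; nearly all actives have a fitted effect of over 55% in size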
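HT-1080-NT fibrosarcoma cells (2HG-overproducing), 750 cells/well in RPMI with 5% FBS, dosed after 2 h and incubated 48 h at 37C. CellTiter-Glo luminescence normalized to DMSO and no-cell wells; concentration-response curves fitted and classed.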
ATXN viability = Viability Counterscreen for Primary qHTS for Inhibitors of ATXN expression. S2 cells (HEK-293 line with an ATXN2-luciferase reporter) viability, CellTiter-Fluor protease fluorescence, 24 h. Potency, µM (highest dose often 56.7 µM), usual class: cytotoxic. 0.49% of 400,000 active; also: potency is read from the fitted curve at half-maximal effect; nearly all actives have a fitted effect of over 40% in size
KB-3-1 cytotox = qHTS assay for MDR1-selective chemotherapeutics: Primary screen using the parental adenocarcinoma cell KB-3-1 | KB-3-1 viability, CellTiter-Glo ATP luminescence, 72 h | Potency, µM (doses to about 46.1 µM), for the others: top-dose activity change, negative = cytotoxic, usual class: cytotoxic | 1.4% of 400,000 active; also: potency is read from the fitted curve at half-maximal effect; % is scaled to controls: 0 for no effect and ±100 for the full control effect; nearly all actives have a fitted effect of over 60% in size
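Viability of parental KB-3-1 cells, measured by CellTiter-Glo luminescence, followed a 72 h incubation at 37 °C with pinned compounds in phenol-red-free DMEM containing 10% FBS.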
Active calls of the source: *; i = inactive; u = inconclusive; x = not tested or not shown; & = joins results of further samples; [ ] = another dose, or the depositor's remark. Unless noted, calls follow the shape of the dose curve; as a rule, active = well fitted curve in the direction sought with a large enough effect; inconclusive = small, poorly fitted or top-dose-only effect, or another doubt; inactive = no such curve, though single readings can be large; an effect the other way counts as inactive or inconclusive.

SMILES	ATXN2 expr inh	MCF10A rereplic	IL1B secr inh	HT1080 IDH1KD tx	HepG2 tox	SW480 rereplic	HT1080NT lethal	ATXN viability	KB-3-1 cytotox
COc1cc(C2C3C(=O)N(Cc4ccccc4)C(=O)C3ON2c2ccccc2)cc(OC)c1O (stereo not given)	-1%	1%	12	-2%	-7%	-1%	-1%	i	0%
O=C(CCCCCCC(=O)NCc1ccccc1)NCc1ccccc1	-10%	1%	11	14%	10%	-6%	20%	i	-8%
C=CCSc1nc(C)c(CC(=O)OCC(C)C)c(=O)[nH]1	3%	0%	-10	9%	4%	-10%	7%	i	0%
COc1ccc(N(CC(=O)NCc2ccncc2)S(=O)(=O)c2ccc(C)c([N+](=O)[O-])c2)cc1	-12%	2%	-5	-10%	-17%	u	-5%	i	15%
S=c1nc2ccccc2c2nc(-c3ccccc3)[nH]n12	-10%	14%	26	-5%	-26%	-1%	-11%	i	-24%
O=C(Nc1ccc(N2CCOCC2)c([N+](=O)[O-])c1)c1ccco1	24%	9%	-18	16%	-6%	-16%	13%	i	-12%
COc1ccccc1P(=O)(c1ccccc1)c1ccccc1	x	-6%	7	7%	-4%	-6%	9%	i	-2%
Cc1ccc(NS(=O)(=O)c2cccc(C(=O)NCc3ccccn3)c2)cc1	9%	2%	5	0%	-10%	2%	-1%	i	-4%
O=C(CN(C(=O)c1csnn1)c1cccc2ccccc12)NCc1ccccc1	-22%	u	-11	2%	-1%	-1%	-2%	i	4%
CCC(=O)NC(NC(=S)Nc1ccc(S(N)(=O)=O)cc1)C(Cl)(Cl)Cl (stereo not given)	2%	4%	0	-4%	9%	0%	-8%	i	10%
NS(=O)(=O)c1ccc2c(c1)C(=NO)c1cc(S(N)(=O)=O)ccc1-2	-3%	1%	-5	-4%	0%	-2%	-1%	i	-2%
COc1cc(C2C(C(=O)OCCC#N)=C(C)NC3=C2S(=O)(=O)c2ccccc23)cc(OC)c1OC (stereo not given)	x	-1%	20	2%	1%	4%	1%	x	0%
Cc1ccc(Cn2c(=O)n(Cc3ccccc3)c(=O)c3c(C)c(C)sc32)cc1	-8%	x	x	x	4%	x	x	i	-3%
CCOC(=O)N1CCN(CC(=O)c2ccc(O)cc2O)CC1	x	-20%	3	8%	-5%	-19%	2%	i	4%
O=C(NNC(=S)NCc1ccc(Cl)cc1)c1cccnc1	5%	0%	31	13%	4%	1%	9%	i	6%
Cc1cccc(C(=O)N[C@H](C(=O)NCCc2ccc(Cl)cc2)C(C)C)c1	-13%	24%	40	0%	0%	2%	0%	i	-15%
N=c1c2c(n(Cc3ccccc3)c3c1CCC3)CCC2	-29%	u	-28	u	-5%	1%	u	i	u
CC1(C)CC(=O)C(CC2CCCCC2=O)C(=O)C1 (stereo not given)	-3%	3%	22	7%	-1%	-3%	9%	i	0%
COc1cccc(NC(=O)CN2CCC(NC(=O)c3ccccc3C)CC2)c1	x	x	-7	-7%	4%	x	-7%	i	0%
CCOC(=O)/C(C#N)=C/c1ccc(OCC(=O)Nc2cc(C)ccc2C)c(OC)c1	-28%	10%	19	11%	2%	-7%	13%	u	-2%
Cc1sc(NC(=O)C2CCCO2)c(C#N)c1C (stereo not given)	28%	-5%	-16	0%	-10%	-8%	-2%	i	1%
Cc1csc(=O)n1CC(=O)OCC(=O)NCc1ccc(Cl)cc1Cl	0%	0%	-7	-1%	4%	-3%	1%	i	-8%
O=C(COc1ccccc1Cl)NC1CC1	27%	12%	0	6%	9%	-3%	23%	i	6%
CN(C)CCOc1ncnc2c1oc1ccccc12	4%	6%	-9	-17%	-11%	-4%	2%	i	0%
COc1ccc(NC(=O)c2sc3nc4c(cc3c2N)CN(C(C)C)CC4)c(OC)c1	u	x	x	x	-20%	x	x	u	-6%
Cn1cccc1Cc1nnc(SCC(=O)Nc2nccs2)n1C	9%	0%	0	2%	7%	u	23%	i	5%
Cc1nn(C(C)C(=O)N/N=C/c2ccc(N(C)C)cc2)c(C)c1[N+](=O)[O-] (stereo not given)	-5%	0%	6	-7%	9%	-1%	-9%	u	-5%
CCN1CCN(C(=O)Cn2ncc3ccsc3c2=O)CC1	-3%	-1%	5	5%	-2%	-1%	3%	i	0%
COCCCn1cnc2c(c1=O)c1nc3ccccc3nc1n2-c1ccccc1	-8%	-4%	3	0%	-1%	0%[9.22 µM]	-1%	i	-25%
COc1ccc(C(=O)Nc2ccc3nc(N4CCN(C)CC4)cc(C)c3c2)c(OC)c1	u	1%	-86*	u	-54%	29%	u	i	-5%
O=C(O)c1cccc2c1Cc1cc(Cl)ccc1-2	9%	1%	9	2%	11%	-2%	12%	i	0%
CCCS(=O)(=O)N1CCCC(C(=O)NCCN(Cc2ccccc2)C(C)C)C1 (stereo not given)	-8%	-1%	-8	7%	-17%	5%	8%	i	-3%
COc1cc(C(C)=O)ccc1Oc1ccc(S(=O)(=O)N2CCOCC2)cn1	-5%	1%	11	-2%	-18%	2%	-4%	i	x
COC(=O)c1c(Cc2ccccc2Cl)c[nH]c1C	-21%	u	-4	-1%	-19%	10%	-5%	i	8%
CCOC(=O)c1cccc(NC(=O)C(C)n2c(C)c3cnn(-c4ccccc4)c(=O)c3c2C)c1 (stereo not given)	-8%	x	x	x	-27%	x	x	i	-5%
C[C@H](CO)N1C[C@H](C)[C@@H](CN(C)Cc2ccc(C(=O)O)cc2)Oc2c(NC(=O)C3CC3)cccc2C1=O	3%	u	25	8%	6%	-7%	6%	i	0%
COc1ccc(N2CCN(c3nc(NC(C)(C)C)nc(N4CCCCC4)n3)CC2)cc1	-19%	u	15	-25%	5%	-1%	-15%	u	-12%
O=[N+]([O-])c1ccc2c(c1)S(=O)c1ccccc1-2 (stereo not given)	-9%	2%	-8	0%	9%	-7%	1%	i	-5%
Cc1nc(N2CCCC2)ncc1C(=O)Nc1ccccc1	-2%	x	x	x	-4%	x	x	i	0%
CCNC(=S)NNc1ccccc1	-18%	8%	-95*	6.5µM*	10%	-36%[inhibitor]	8.2µM*	i	-1%
CC(O)(CS(=O)(=O)c1ccc(Br)cc1)c1ccccc1 (stereo not given)	1%	1%	-17	-3%	-1%	-1%	5%	i	-11%
CCCCn1c(N)c(N(CCOC)C(=O)c2ccc(-n3c(C)ccc3C)cc2)c(=O)[nH]c1=O	11%	-4%	-14	-7%	8%	u	3%	i	9%
Cc1csc2nc(SCC(=O)N3CCN(c4ccccc4)CC3)[nH]c(=O)c12	-1%	11%	39	-10%	-19%	u	10%	i	-19%
CCN(CC)CCNC(=O)Cn1nc(Cc2ccncc2)c2ccccc2c1=O	7%	-3%	-3	4%	6%	-22%	8%	i	3%
CC1CCN(S(=O)(=O)c2cnc(Cl)c(Br)c2)CC1	-5%	u	-65*	14%	-11%	-6%	2%	i	-6%
CSc1ccc(C(=O)N2CCC(n3nccc3NC(=O)C3CC3)CC2)cc1	15%	1%	4	6%	-22%	28%	-3%	i	7%
Cc1ccc(S(=O)(=O)N(C)CC(O)Cn2c3ccccc3c3ccccc32)cc1 (stereo not given)	-11%	u	-19	u	-32%	0%	u	i	12%
CCC(CC)C(=O)Nc1ccc(C)cc1O	3%	-6%	3	4%	8%	-11%	-4%	i	u
O=C(CSc1nnnn1C1CC1)N1CCN(c2cccc(Cl)c2)CC1	-31%	21%	-19	-2%	-20%	9%	-13%	i	u
COc1cc(C(=O)NCc2nnc(SCC(=O)N3CCCC3)o2)cc(OC)c1OC	7%	3%	13	16%	-3%	-11%	17%	i	4%

Reformatted comma-delimited: two of the compounds above
Molecule,ATXN2 expr inh,MCF10A rereplic,IL1B secr inh,HT1080 IDH1KD tx,HepG2 tox,SW480 rereplic,HT1080NT lethal,ATXN viability,KB-3-1 cytotox
CCN(CC)CCNC(=O)Cn1nc(Cc2ccncc2)c2ccccc2c1=O,7%,-3%,-3,4%,6%,-22%,8%,i,3%
CC(O)(CS(=O)(=O)c1ccc(Br)cc1)c1ccccc1 (stereo not given),1%,1%,-17,-3%,-1%,-1%,5%,i,-11%

(more compounds)
SMILES	ATXN2 expr inh	MCF10A rereplic	IL1B secr inh	HT1080 IDH1KD tx	HepG2 tox	SW480 rereplic	HT1080NT lethal	ATXN viability	KB-3-1 cytotox
COc1ccc(S(=O)(=O)N2CCN(C(=O)/C=C/c3ccco3)CC2)cc1	-13%	0%	-13	4%	-16%	-24%	7%	i	20%
CCOc1ccc2oc(C(=O)OCC(=O)NC3CCCCC3)c(C)c2c1	7%	-4%	12	8%	-15%	-6%	0%	i	13%
Cc1ccc(S(=O)(=O)N2CCCCC2)cc1NC(=O)c1ccc(Br)o1	1%	8%	0	-4%	-40%	-15%	-1%	i	-6%
NS(=O)(=O)c1ccc(NC(=O)c2ccc3c(c2)CCN3S(=O)(=O)c2ccccc2)cc1	-13%&-23%	1%	-4	u	-2%&-20%	u	-28%	i	-6%&0%
CN1CCN(C(=O)/C=C/c2cccc(Cl)c2)CC1	-1%	18%	-29	-4%	1%	-26%	-2%	i	14%
O=C(NNC(=O)c1ccccc1)C(=O)N1CCCCC1	0%	4%	0	-1%	-14%	9%	4%	i	5%
CSC1=NC2(CCN(C(=O)NC3CCCCC3)CC2)N=C1c1ccc(C)cc1	8%	x	x	x	-32%	x	x	i	5%
Cc1nn(-c2ccccc2)c(N2CCCC2)c1/C=C1\N=C(c2ccccc2)OC1=O	-9%[11.3 µM]	2%	20	11%	1%	-3%	11%	i	18%
O=C(CCl)NNc1nc(-c2ccccc2)c2cc(Cl)ccc2n1	-21%	13%	u	-26%	-2%	11%	-15%	x	-21%

The order is random; overall some 8.9% were active at least once.
